Source: PubChem
Tb PGK inh: blocks T. brucei phosphoglycerate kinase; 0.043% of 380,000 active; PGK/GAPDH coupled, Kinase-Glo luminescence, 60 min; P07378; AID 602233; Potency, µM (highest dose often 57.5 µM), for the others: top-dose activity change, negative = inhibition, usual class: inhibitors; also: % is scaled to controls: 0 for no effect and ±100 for the full control effect; nearly all actives have a fitted effect of over 60% in size
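Luminescent ATP detection (Kinase-Glo Plus) follows a 60-minute room-temperature incubation, with wells lacking PGK as controls. Buffer: 100 mM TEA (pH 7.6), 5 mM MgCl2, 0.01% Tween-20. Coupling enzyme GAPDH (100 nM final) supplies unstable 1,3-BPG in-well.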
GLS inhibitor: inhibitors of human glutaminase (GLS). O94925. 0.21% of 410,000 active. Potency, µM (series often up to 45.5 µM), inactives show at the top dose activity change, negative = inhibition, hits mostly inhibitors. GLS enzymatic activity, qHTS titration; also: % is scaled to controls: 0 for no effect and ±100 for the full control effect
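Enzyme dispensed in phosphate buffer (45 mM, pH 8.2, 0.02% Tween-20), compounds pinned in, then 1 mM L-glutamine solution and the glutamate oxidase–HRP–Amplex Red mix added; fluorescence read immediately and again after 30 min at room temperature.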
TrxR1 inh: blocks rat thioredoxin reductase 1; recombinant rTrxR1, NADPH fluorescence consumption, selenite substrate; AID 588453; Potency, µM (titrated, usually from 114 µM), without a hit: top-dose activity change, negative = inhibition, hits mostly inhibitors; 1% of 390,000 active; also: % is scaled to controls: 0 for no effect and ±100 for the full control effect; nearly all actives have a fitted effect of over 65% in size
Target sequence (O89049 whole entry, looked up): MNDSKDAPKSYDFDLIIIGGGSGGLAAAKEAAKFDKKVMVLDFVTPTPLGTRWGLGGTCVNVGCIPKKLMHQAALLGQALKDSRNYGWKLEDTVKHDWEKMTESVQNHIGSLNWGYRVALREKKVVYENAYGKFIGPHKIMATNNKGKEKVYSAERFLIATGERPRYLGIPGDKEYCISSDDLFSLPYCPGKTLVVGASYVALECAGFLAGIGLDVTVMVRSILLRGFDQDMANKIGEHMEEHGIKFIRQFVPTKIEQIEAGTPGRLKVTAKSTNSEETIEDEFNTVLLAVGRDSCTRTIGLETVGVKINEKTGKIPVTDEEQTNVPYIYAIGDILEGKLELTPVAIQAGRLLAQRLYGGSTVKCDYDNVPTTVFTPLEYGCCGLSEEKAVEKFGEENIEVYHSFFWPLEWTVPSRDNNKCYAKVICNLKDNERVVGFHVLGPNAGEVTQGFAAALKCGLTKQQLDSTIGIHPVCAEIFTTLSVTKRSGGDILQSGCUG
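Rat TrxR1 (90 nM in the dispensed reagent) was pre-reduced with 400 uM NADPH for 5 min at room temperature, then incubated with compound for 15 min. After 400 uM selenite was added, NADPH fluorescence (Ex 340/Em 450 nm) was followed for 8 min.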
ALOX12 inh: ALOX12 (human) lipoxygenase inhibition; purified 12hLO, xylenol orange hydroperoxide absorbance; Potency, µM (titrated, usually from 108 µM), for inactives: at the highest dose activity change, negative = inhibition, most hits filed as inhibitors; 1.1% of 580,000 active; AID 1671190; also: % is scaled to controls: 0 for no effect and ±100 for the full control effect
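Purified human 12hLO (150 nM final) in 25 mM Hepes, 0.01% Triton X-100, pH 7.0 was preincubated 15 min at room temperature with compound. Then 40 uM arachidonic acid was added, 30 min. Hydroperoxide was read by Fe-XO absorbance ratio 573/405 nm.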
HP1b chromo inh: inhibitors of HP1-beta chromodomain binding to methylated histone tails; P83916; AlphaScreen HP1-beta / biotin-H3K9me3 peptide binding; AID 540317; 0.56% of 390,000 active; Potency, µM (doses to about 114 µM), for inactives: at the highest dose activity change, negative = inhibition, usual class: inhibitors; also: nearly all actives have a fitted effect of over 70% in size; inactives centre near 23
Target sequence (P83916 whole entry, looked up): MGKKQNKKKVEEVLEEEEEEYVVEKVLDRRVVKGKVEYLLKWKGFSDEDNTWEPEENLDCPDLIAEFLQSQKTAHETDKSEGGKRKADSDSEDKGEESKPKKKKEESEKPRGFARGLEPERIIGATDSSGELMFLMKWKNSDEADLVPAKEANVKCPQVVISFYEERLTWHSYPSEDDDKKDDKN
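AlphaScreen: HP1-beta (50 nM) preformed 30 min with biotin-H3(1-18)K9me3 peptide (50 nM) in PBS pH 7.4, 0.01% Tween-20. Compound added for 30 min at RT, then streptavidin donor/nickel chelate acceptor beads (10 ug/mL) for 30 min.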
Pin1 inhibitor: human Pin1 inhibition. 0.009% of 390,000 active. Pin1 FP peptide displacement, HiFluor488, 10 min. AID 504891. Potency, µM (doses to about 115 µM), for the others: at the highest dose activity, negative = inhibition, actives largely listed as inhibitors; active = well fitted inhibition curve with a large enough effect in the polarisation, with a control signal flat, not every such curve was filed as active; inconclusive = small, poorly fitted or top-dose-only effect, or effect the other way, or a change in a side signal; inactive = no such curve, though single readings can be large or run the other way; the % refers to the polarisation; also: % is scaled to controls: 0 for no effect and ±100 for the full control effect
Target sequence (Q13526 whole entry, looked up): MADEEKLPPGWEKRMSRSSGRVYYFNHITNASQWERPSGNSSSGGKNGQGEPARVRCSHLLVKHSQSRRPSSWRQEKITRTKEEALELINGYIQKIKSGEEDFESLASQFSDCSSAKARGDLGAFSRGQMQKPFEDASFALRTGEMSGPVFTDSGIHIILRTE
JMJD2A Tudor inh: JMJD2A Tudor domain (human) inhibition. AID 504339. O75164. AlphaScreen JMJD2A-Tudor / H3K4me3 peptide binding. 4.4% of 390,000 active. Potency, µM (series often up to 114 µM), for inactives: at the highest dose activity change, negative = inhibition, usual class: inhibitors; also: % is scaled to controls: 0 for no effect and ±100 for the full control effect; nearly all actives have a fitted effect of over 50% in size
RGS4 inh: inhibitors of human regulator of G protein signaling 4 | P49798 | Transcreener GDP fluorescence polarization, RGS4-accelerated GTP hydrolysis | Potency, µM (highest dose often 114 µM), for the others: at the highest dose activity change, negative = inhibition, hits mostly inhibitors | 0.039% of 390,000 active | AID 504845; also: % is scaled to controls: 0 for no effect and ±100 for the full control effect; nearly all actives have a fitted effect of over 75% in size; some results filed as inactive show a strong effect at the top dose
Target sequence (P49798 whole entry, looked up): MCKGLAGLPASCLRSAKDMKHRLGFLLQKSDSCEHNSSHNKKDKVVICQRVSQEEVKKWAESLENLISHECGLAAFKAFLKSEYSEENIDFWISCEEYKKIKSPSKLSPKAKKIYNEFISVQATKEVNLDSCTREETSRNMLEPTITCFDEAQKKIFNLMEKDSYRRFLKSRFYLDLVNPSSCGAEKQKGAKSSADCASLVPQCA
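MLSMR compounds (23 nl, pin-transferred) preincubated 10 min at room temperature with a 500nM (2x) first reagent, then RGS4 at 900nM (2x) plus Transcreener GDP mix added; fluorescence polarization (620/688 nm) read before and after 90 min at 30 °C.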
ERG Ets-DNA blk: blocks human ERG Ets domain binding to DNA | P11308 | fluorescence polarization, His-ERG Ets domain / labelled DNA | Potency, µM (doses to about 76.9 µM), for inactives: top-dose FP activity, negative = inhibition, most hits filed as inhibitors | 0.028% of 370,000 active | AID 624246; active = well fitted inhibition curve with a large enough effect in the polarisation, with a control signal flat; inconclusive = small, poorly fitted or top-dose-only effect, or effect the other way, or a change in a side signal; inactive = no such curve, though single readings can be large or run the other way; the % refers to the polarisation;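 also: polarization taken with two DNA probes labelled with fluorescein and Texas red; % of control where 0% means no effect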
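His-tagged ERG Ets domain (1 uM in the protein solution; 300mM KCl, 50mM Tris-HCl, 1mM EDTA, 1mM DTT, pH 7.5) received compound, then a probe mix of 5 nM fluorescein-DNA and 100nM Texas-615-DNA. Fluorescence polarization was read for both dyes.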
* = called active by the depositor; i = inactive; u = inconclusive; x = no result given; & = joins results of further samples; [ ] = dose if it differs, or a comment. Unless noted, calls follow the shape of the dose curve; as a rule, active = well fitted curve in the direction sought with a large enough effect; inconclusive = small, poorly fitted or top-dose-only effect, or another doubt; inactive = no such curve, though single readings can be large; an effect the other way counts as inactive or inconclusive. Potency is read from the fitted curve at half-maximal effect.

1	Cc1cccc(Cn2c(C(=O)OC(C)C)cc3c2ccn3C)c1
2	O=C(NCc1ccc(C(F)(F)F)cc1)C1CC(c2ccc(C(F)(F)F)cc2)=NO1 (stereo unspecified)
3	Cc1ccc(-c2nc3nc(C)cc(C)n3c2Nc2ccc3c(c2)OCCO3)cc1
4	Nn1c(SCC(=O)N2CCOCC2)nnc1C1CC1
5	CC1CN(C(=O)C(Sc2ccccc2)c2ccccc2)CC(C)O1 (stereo unspecified)
Compound,1,2,3,4,5
Tb PGK inh,2%,-2%,1%,-9%,0%
GLS inhibitor,-3%,-3%,18%,-12%,6%
TrxR1 inh,u,11%,6%,6%[57.1 µM],-4%
ALOX12 inh,0%[57.4 µM],u,u,0%,-16%
HP1b chromo inh,u,32%,-18%,19%,21%
Pin1 inhibitor,-4%,2%,46%[activator],-2%,-4%
JMJD2A Tudor inh,-16%[11.4 µM],-8%,u,-6%,7%
RGS4 inh,-2%[11.4 µM],-3%,-7%,-12%,-16%
ERG Ets-DNA blk,-1%,-5%,1%,-15%,-2%

6	CC1CCC2C(=O)N(c3cc(Cl)ccc3OC(=O)c3ccco3)C(=O)C2C1 (stereo unspecified)
7	CCOC(=O)c1ccccc1NC(=O)Cn1ncc2c1-c1ccccc1OC2
8	CC(C)COc1ccc(C(=S)N2CCCC2)cc1
9	COc1cc(C(CCN2CCCC2)c2c(OC)cc(OC)c3c(-c4ccccc4)cc(=O)oc23)cc(OC)c1OC (stereo unspecified)
10	CCC1(C)Cc2c(sc3nnn(CC(=O)Nc4cccc5ccccc45)c(=O)c23)CO1 (stereo unspecified)
Compound,6,7,8,9,10
Tb PGK inh,-2%,-12%,0%,8%,-3%
GLS inhibitor,1%,6%,2%,12%,0%
TrxR1 inh,16%[0.457 µM],16%,6%[57.1 µM],9%[57.1 µM],11%
ALOX12 inh,-14%,-9%,1%,-3%,-1%
HP1b chromo inh,21%,34%,8%,-2%&25%,22%
Pin1 inhibitor,7%,3%,-3%,1%&2%,7%
JMJD2A Tudor inh,-4%,4%,-22%,u,-10%
RGS4 inh,-19%,-2%,-6%,6%&-14%,0%
ERG Ets-DNA blk,-2%,2%,-5%,-7%,-2%

11	COc1cc2nc(COc3ccc(C#N)cc3)n(CC#N)c(=O)c2cc1OC
12	CCOc1ccc2nc(COC(=O)c3cccc([N+](=O)[O-])c3)c(C(C)=O)[n+]([O-])c2c1
13	Cc1cc(C)cc(NC(=O)CSc2nnc(Cc3cccn3C)n2-c2ccc(F)cc2)c1
14	O=C(Cc1ccccc1)c1ccc(Cl)cc1
15	CC(C)(Oc1ccc(Cl)cc1)C(=O)O/N=C(\N)c1ccncc1
Compound,11,12,13,14,15
Tb PGK inh,9%,i,-1%,-7%,-1%
GLS inhibitor,2%,0%,1%,-10%,3%
TrxR1 inh,16%,19%,14%[57.1 µM],9%[57.1 µM],5%[57.1 µM]
ALOX12 inh,250%[activator],u,465%[activator],152%[activator],6%
HP1b chromo inh,24%,7%,-9%,128%[activator],28%
Pin1 inhibitor,1%,-1%,2%,-10%,0%
JMJD2A Tudor inh,11%,-12%,-32%,52%[activator],19%
RGS4 inh,-20%,-3%,-35%,-22%,34%
ERG Ets-DNA blk,-8%,2%,2%,0%,-2%

16	O=C(Cn1nc(-c2ccccc2Cl)ccc1=O)Nc1ccc(Br)cc1
17	COc1cc(/C=C/C(=O)N2CCCc3ccccc32)cc(OC)c1OC
18	COc1ccc(NC(=O)CNC(=O)Cc2cccc3ccccc23)c(OC)c1
19	Cc1c(C)n(Cc2ccccc2)c2ccc(C(=O)OCCCN(C)C)cc12
20	COc1ccc(N2CCN(Cc3cc(=O)oc4ccc(OC)cc34)CC2)cc1
Compound,16,17,18,19,20
Tb PGK inh,-4%,-1%,i,-3%,i
GLS inhibitor,2%,2%,-10%,-7%,-2%
TrxR1 inh,19%[57.1 µM],-2%,7%,18%[57.1 µM],-6%
ALOX12 inh,0%,-21%,0%,-24%,-22%
HP1b chromo inh,24%,29%,6%,u,6%
Pin1 inhibitor,u,1%,2%,-6%,-11%
JMJD2A Tudor inh,5%,-16%[57.1 µM],-23%,40µM*,-28%
RGS4 inh,-1%,11%,-18%,-10%,2%
ERG Ets-DNA blk,9%,-9%,-29%,0%,5%

21	COc1ccccc1N1CCN(S(=O)(=O)c2ccc(-c3ccno3)cc2OC)CC1
22	COc1cccc(NC(=O)c2ccccc2Oc2ccccc2)c1
23	CCCCCC1=NN2C(=O)CC(=O)N=C2S1
24	CC(CNC(=O)c1cc(COc2c(F)cccc2F)on1)c1ccccc1 (stereo unspecified)
25	CCC(=O)N1CCc2cc(S(=O)(=O)CCC(=O)Nc3ccc(OC)cc3)ccc21
Compound,21,22,23,24,25
Tb PGK inh,4%,-2%,-3%,i,0%
GLS inhibitor,7%,-2%,-4%,3%,3%
TrxR1 inh,10%[57.1 µM],9%,11%,6%,7%
ALOX12 inh,-3%,6%,4%,-1%,-2%
HP1b chromo inh,12%,102%[activator],19%,64%[activator],36%[activator]
Pin1 inhibitor,u,0%,-1%,-2%,-6%
JMJD2A Tudor inh,-23%,71%[activator],-4%[11.4 µM],21%,11%
RGS4 inh,4%,-13%,-7%[11.4 µM],-4%,-16%
ERG Ets-DNA blk,-1%,2%,13%,0%,-3%

26	COc1cccc(CNC(=O)CSc2nc(=O)n(Cc3ccncc3)c3c2CCC3)c1
27	COc1ccc(CNC(=O)C2=CC(c3ccc(OC)c(OC)c3)=NS(=O)(=O)N2C)cc1
28	CCCCC(=O)N(c1ccc(C(=O)O)cc1)c1nc(-c2ccc(Cl)cc2)c(CC)s1
29	CC(C)c1ccc(C2N3CC4([N+](=O)[O-])CN2CC([N+](=O)[O-])(C3)C4(C)C)cc1 (stereo unspecified)
30	CC(C)CN(CC(C)C)S(=O)(=O)c1ccc(C(=O)Nc2sc3c(c2C(N)=O)CC(C)(C)NC3(C)C)cc1
Compound,26,27,28,29,30
Tb PGK inh,-10%,-1%&-3%,i,x,-8%
GLS inhibitor,3%,-4%&6%,22%,-9%,-9%
TrxR1 inh,6%,8%[57.1 µM],10%,31%,0%[57.1 µM]
ALOX12 inh,-30%,-13%&1%,-11%,0%,-11%
HP1b chromo inh,22%,35%&-1%,-21%,15%,-4%
Pin1 inhibitor,-2%,4%&6%,2%,-8%,0%
JMJD2A Tudor inh,-3%,-20%&-26%,-28%,-3%,-24%
RGS4 inh,-8%,11%&1%,-60%[56.9 µM],-13%,8%
ERG Ets-DNA blk,-1%,11%&0%,20%,2%,3%

31	CCN1CCN(C(=O)CN(Cc2ccccc2)S(C)(=O)=O)CC1
32	Cc1nc(SCc2ccccc2F)c2oc3ccccc3c2n1
33	CC(NC(=S)NC1CCCCC1)C(c1ccccc1)N1CCOCC1 (stereo unspecified)
34	Cc1ccc(-c2csc3ncn(CC(=O)O)c(=O)c23)cc1C
35	CN(C)CCN(Cc1ccccc1)C(=O)[C@H](Cc1ccccc1)N1C(=O)c2ccccc2C1=O
Compound,31,32,33,34,35
Tb PGK inh,i,-2%,-7%,-8%,1%
GLS inhibitor,-13%,-10%,9%,u,5%
TrxR1 inh,-8%[57.1 µM],20%[57.1 µM],8%,11%,20%
ALOX12 inh,u,12%,-14%,-24%,u
HP1b chromo inh,70%[activator],68%[activator],12%,41%[activator],5%
Pin1 inhibitor,-7%,u,-7%,-1%,1%
JMJD2A Tudor inh,-10%,62%[activator],-18%,-10%,-11%
RGS4 inh,-16%,-20%,26%,7%,7%
ERG Ets-DNA blk,-10%,13%,-5%,-30%,-9%

36	CCC(=O)c1ccc(OC(=O)c2cccs2)cc1
37	CCC/C(O)=C1\C(=O)CCCC1=NCCc1c(C)[nH]c2ccc(OC)cc12
38	CC1CCCC(NC(=O)C2CCN(S(=O)(=O)N3CCOCC3)CC2)C1C (stereo unspecified)
39	C/C(=N\NC(=O)C1CC1)c1cccnc1
40	O=S(=O)(O)c1nc2ccccc2n1Cc1ccc(Cl)cc1
41	COc1cc2cc(CN(CCN3CCCC3)C(=O)Nc3ccccc3Cl)c(=O)[nH]c2cc1OC
Compound,36,37,38,39,40,41
Tb PGK inh,-4%,1%,-8%,-1%,-4%,4%
GLS inhibitor,0%,7%,3%,-4%,46%[activator],7%
TrxR1 inh,13%[57.1 µM],22%,-2%,17%,-10%,-19%
ALOX12 inh,0%,-9%,-3%,0%,u,4%
HP1b chromo inh,48%[activator],-3%,18%,35%,30%,24%
Pin1 inhibitor,2%,-13%,-5%,-7%,u,1%
JMJD2A Tudor inh,17%[57.1 µM],-32%,-13%,-3%,-25%,-15%
RGS4 inh,21%[11.4 µM],37%,-18%,1%,-2%,-5%
ERG Ets-DNA blk,4%,19%,1%,-1%,-2%,4%

Records 36 through 38 from above:
36	CCC(=O)c1ccc(OC(=O)c2cccs2)cc1
37	CCC/C(O)=C1\C(=O)CCCC1=NCCc1c(C)[nH]c2ccc(OC)cc12
38	CC1CCCC(NC(=O)C2CCN(S(=O)(=O)N3CCOCC3)CC2)C1C (stereo unspecified)
Compound,36,37,38
Tb PGK inh,-4%,1%,-8%
GLS inhibitor,0%,7%,3%
TrxR1 inh,13%[57.1 µM],22%,-2%
ALOX12 inh,0%,-9%,-3%
HP1b chromo inh,48%[activator],-3%,18%
Pin1 inhibitor,2%,-13%,-5%
JMJD2A Tudor inh,17%[57.1 µM],-32%,-13%
RGS4 inh,21%[11.4 µM],37%,-18%
ERG Ets-DNA blk,4%,19%,1%

Only part of the results is shown; the hit share may differ from the screen's.
